Screens as filed in PubChem.
FLuc act counter: firefly luciferase counter-screen for stimulation assays | P08659 | ATPlite luciferase biochemical, luminescence, 10 min; 0 = ATP-free wells, 1 = DMSO control | activation factor at 10 µM | 200,000 tested, under 10 active;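 active = luciferase activation factor, scaled between plate controls, of at least 2 with compound at 10 µM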
Target sequence (P08659 whole entry, looked up): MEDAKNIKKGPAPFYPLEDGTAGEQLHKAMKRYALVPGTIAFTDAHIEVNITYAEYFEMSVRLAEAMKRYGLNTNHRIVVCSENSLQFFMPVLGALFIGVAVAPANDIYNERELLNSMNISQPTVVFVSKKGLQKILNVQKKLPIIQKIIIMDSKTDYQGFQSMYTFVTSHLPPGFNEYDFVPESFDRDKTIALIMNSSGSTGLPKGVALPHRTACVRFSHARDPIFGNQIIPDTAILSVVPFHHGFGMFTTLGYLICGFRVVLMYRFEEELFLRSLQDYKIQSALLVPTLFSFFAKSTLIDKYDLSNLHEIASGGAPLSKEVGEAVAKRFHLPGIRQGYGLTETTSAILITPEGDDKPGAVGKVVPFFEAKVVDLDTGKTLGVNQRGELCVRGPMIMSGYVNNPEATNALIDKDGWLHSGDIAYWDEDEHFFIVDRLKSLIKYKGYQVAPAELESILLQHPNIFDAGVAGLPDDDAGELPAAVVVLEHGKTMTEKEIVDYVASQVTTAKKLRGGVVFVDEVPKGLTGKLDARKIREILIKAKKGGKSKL
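System: cell-free luciferase reagent; medium: PBS as buffer for the ATP substrate; doses: test compounds dosed from 2 mM stocks in 100% DMSO; incubation: 10 min, room temperature; measured by: luminescence from luciferase reaction; read-out: luciferase activation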
APP transl inh: APP translation inhibition; SH-SY5Y APP 5'UTR-luciferase reporter, luminescence; inhibition, % at 2 µM; 190,000 compounds, 0.82% hits; AID 1285;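 active = inhibition above a set limit, derived from the sample mean plus 3 SD, cut at about 45% in these data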; note: values of inactives mirror those of a sister screen read the other way
NF-kB neuron act: raises NF-kB expression in human neuronal cells. NF-kB reporter expression; hits give high values. fold change at 12.5 µM. 190,000 compounds, 1.6% hits. AID 1239; in the data active = fold change above about 3.3
APP 5'UTR act: APP 5'UTR luciferase reporter activation. SH-SY5Y APP 5'UTR luciferase reporter, luminescence; zero percent = DMSO vehicle wells. 190,000 compounds, 1% hits. activation, % at 2 µM;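 active = activation above a set limit, based on mean plus 3 SD of controls, cut at about 140% in these data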; note: values of inactives mirror those of a sister screen read the other way
ROMK mod: human ROMK K+ channel modulation, primary screen; 130,000 compounds, 2% hits; B-score at 10 µM; Tet-inducible ROMK, thallium flux fluorescence; actives lie on both sides; P48048;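 active = signal ratio slope over the read window, or its plate-corrected B-score, at least 3 SD from the plate mean, either direction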;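 note: B-score of the F/F0 ratio slope over 7 to 12 s after thallium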
Target sequence (P48048 whole entry, looked up): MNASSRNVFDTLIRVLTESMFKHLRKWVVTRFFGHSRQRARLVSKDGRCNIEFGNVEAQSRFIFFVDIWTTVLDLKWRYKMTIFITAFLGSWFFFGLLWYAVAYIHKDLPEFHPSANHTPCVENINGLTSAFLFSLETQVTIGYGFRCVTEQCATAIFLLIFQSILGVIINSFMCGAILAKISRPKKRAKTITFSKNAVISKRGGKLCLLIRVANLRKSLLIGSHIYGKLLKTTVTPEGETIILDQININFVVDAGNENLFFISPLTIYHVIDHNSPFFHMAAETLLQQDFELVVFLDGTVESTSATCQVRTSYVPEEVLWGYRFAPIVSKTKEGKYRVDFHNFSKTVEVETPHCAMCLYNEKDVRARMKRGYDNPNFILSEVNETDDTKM
FLuc inh counter: inhibits firefly luciferase, flagging false hits in luciferase inhibition screens. ATPLite firefly luciferase biochemical luminescence, 10 min. inhibition, % at 10 µM. 200,000 compounds, 1.5% hits. AID 1006;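 active = inhibition above about 50% when tested at 10 µM, limit read from the data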
STAT1 blocker: STAT1 signaling inhibition | 200,000 compounds, 0.35% hits | NIH 3T3 STAT1-luciferase reporter, IFN-gamma, luminescence | inhibition, % at 5.5 µM | AID 920;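 active = inhibition above a set limit, the mean inhibition across all tested compounds plus 3 SD, cut at about 34% in these data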;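 note: 0% = IFN-gamma with DMSO and 100% = IFN-gamma with 300 µM nifuroxazide; values of inactives mirror those of a sister screen read the other way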
STAT3 inh: inhibitors of IL-6 induced STAT3 signaling | 190,000 compounds, 0.89% hits | inhibition, % at 5.5 µM | AID 862 | U3A cells, IL-6 STAT3-luciferase reporter, luminescence; host cell line lacks STAT1;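 active = inhibition above the mean inhibition across all screened compounds plus 3 SD, cut at about 44% in these data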;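 note: 0% = DMSO only wells and 100% = 100 µM nifuroxazide control wells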
STAT1 act: STAT1 signaling activation; activation (% of control), % at 5.5 µM; AID 932; 200,000 compounds, 2.6% hits; NIH 3T3 STAT1-luciferase reporter, IFN-gamma, luminescence; 100% = IFN-gamma alone, no compound;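 active = activation above the screen-wide mean activation plus 3 SD, cut at about 130% in these data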;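 note: raw ratio to IFN-gamma control signal so 100% means no change and 0% no light; values of inactives mirror those of a sister screen read the other way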
STAT3 act: STAT3 signaling activation | activation (% of control), % at 5.6 µM | U3A cells, IL-6 STAT3-luciferase reporter, luminescence; 100% = signal with IL-6 EC80 alone | 190,000 compounds, 0.91% hits;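 active = activation above the screen-wide mean of compound activation plus 3 SD, cut at about 130% in these data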;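 note: 0% = background luminescence of wells with medium and substrate only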
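Detection: reporter luminescence signal / Assay system: STAT1-lacking human U3A cells, STAT3 luciferase reporter / Incubation: compound pre-incubation 1 h before IL-6, then 6 h stimulation at 37 °C / Control set: IL-6-only high control / Read-out: % activation relative to IL-6 control / Probe or stimulus: Interleukin-6, 33 ng/mL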
* marks the source's active call; other numbers are inactive results.

The opening 2 records, to show the layout:
How did Cc1ccc2nc(C)c(C(=O)N/N=C/c3ccc(C(=O)O)cc3)cc2c1 do in these assays?
FLuc act counter: 0.7; APP transl inh: 10; NF-kB neuron act: 1.1; APP 5'UTR act: -10; FLuc inh counter: 25; STAT1 blocker: -3; STAT3 inh: -1; STAT1 act: 101; STAT3 act: 104

Results for CC(=O)Nc1ccc(C)cc1NC(C)=O ?
FLuc act counter: 1.1; APP transl inh: -11; NF-kB neuron act: 1.2; APP 5'UTR act: 11; ROMK mod: 1.1; FLuc inh counter: -10; STAT1 blocker: 6; STAT3 inh: 3; STAT1 act: 94; STAT3 act: 101

Main list, from the start:
How did Cc1ccc2nc(C)c(C(=O)N/N=C/c3ccc(C(=O)O)cc3)cc2c1 do in these assays?
FLuc act counter: 0.7; APP transl inh: 10; NF-kB neuron act: 1.1; APP 5'UTR act: -10; FLuc inh counter: 25; STAT1 blocker: -3; STAT3 inh: -1; STAT1 act: 101; STAT3 act: 104

Results for CC(=O)Nc1ccc(C)cc1NC(C)=O ?
FLuc act counter: 1.1; APP transl inh: -11; NF-kB neuron act: 1.2; APP 5'UTR act: 11; ROMK mod: 1.1; FLuc inh counter: -10; STAT1 blocker: 6; STAT3 inh: 3; STAT1 act: 94; STAT3 act: 101

What do the screens show for `Cc1ccc(S(=O)(=O)N2CCN(CC(=O)NC(=O)NCc3ccccc3)CC2)cc1C`?
FLuc act counter: 1; APP transl inh: 0; NF-kB neuron act: 1.1; APP 5'UTR act: 0; ROMK mod: -0.0039; FLuc inh counter: 0; STAT1 blocker: -1; STAT3 inh: 5; STAT1 act: 101; STAT3 act: 98

Results for CCN(CC)S(=O)(=O)c1ccc(/C=C/C(=O)OCC(=O)NCc2ccc3c(c2)OCO3)cc1 ?
FLuc act counter: 1.1; APP transl inh: 10; NF-kB neuron act: 1.1; APP 5'UTR act: -11; ROMK mod: -0.42; FLuc inh counter: -10; STAT1 blocker: 3; STAT3 inh: 0; STAT1 act: 97; STAT3 act: 102

What do the screens show for `Cc1ccc2oc(=O)c3cnn(CC(=O)Nc4ccccc4N4CCN(C)CC4)c3c2c1`?
FLuc act counter: 1; APP transl inh: -8; NF-kB neuron act: 1.1; APP 5'UTR act: 8; FLuc inh counter: -4; STAT1 blocker: 7; STAT3 inh: 2; STAT1 act: 94; STAT3 act: 99

How did COc1ccc(N(C(=O)Cc2cccs2)C(C(=O)NC2CCCCC2)c2cccn2C)cc1OC (stereo unspecified) do in these assays?
FLuc act counter: 1; APP transl inh: 18; NF-kB neuron act: 0.79; APP 5'UTR act: -19; ROMK mod: -3.9*; FLuc inh counter: -3; STAT1 blocker: 1; STAT3 inh: 4; STAT1 act: 96; STAT3 act: 99

How did Cn1c(SCc2cccc(Cl)c2)nc(C(F)(F)F)cc1=O do in these assays?
FLuc act counter: 1; APP transl inh: -18; NF-kB neuron act: 1.1; APP 5'UTR act: 18; FLuc inh counter: -4; STAT1 blocker: 7; STAT3 inh: 4; STAT1 act: 94; STAT3 act: 103

What do the screens show for `COCCN(Cc1cc2cc3c(cc2nc1Cl)OCO3)C(=O)Nc1ccccc1OC`?
FLuc act counter: 1; APP transl inh: 6; NF-kB neuron act: 0.87; APP 5'UTR act: -6; ROMK mod: 0.026; FLuc inh counter: -5; STAT1 blocker: 8; STAT3 inh: -4; STAT1 act: 93; STAT3 act: 104

What do the screens show for `CC(=O)c1nc(N2C(=O)C3CC=C(C)CC3C2=O)sc1C` (stereo unspecified)?
FLuc act counter: 1; APP transl inh: -18; NF-kB neuron act: 1.3; APP 5'UTR act: 18; FLuc inh counter: 3; STAT1 blocker: -1; STAT3 inh: 7; STAT1 act: 97; STAT3 act: 96

What do the screens show for `COc1ccccc1N1CC(C(=O)Nc2ccc3c(c2)OCO3)CC1=O` (stereo unspecified)?
FLuc act counter: 1; APP transl inh: 0; NF-kB neuron act: 1.1; APP 5'UTR act: 0; ROMK mod: -0.38; FLuc inh counter: 1; STAT1 blocker: 2; STAT3 inh: 4; STAT1 act: 97; STAT3 act: 103

What do the screens show for `CCCCC(c1nnnn1CC1CCCO1)N1CCN(c2ccccc2)CC1` (stereo unspecified)?
FLuc act counter: 1.1; APP transl inh: -8; NF-kB neuron act: 1; APP 5'UTR act: 8; ROMK mod: -0.49; FLuc inh counter: -6; STAT1 blocker: -6; STAT3 inh: -7; STAT1 act: 105; STAT3 act: 113

What do the screens show for `Cc1ccc(C2=NC(=O)/C(=C/c3cc(O)c(O)c(Br)c3)S2)cc1`?
FLuc act counter: 0.5; APP transl inh: -11; NF-kB neuron act: 1.2; APP 5'UTR act: 11; ROMK mod: 2.1; FLuc inh counter: 50*; STAT1 blocker: -1; STAT3 inh: -9; STAT1 act: 100; STAT3 act: 110

What do the screens show for `CC(C)CC(=O)NC(=S)Nc1ccccc1F`?
FLuc act counter: 1.1; APP transl inh: -8; NF-kB neuron act: 1.4; APP 5'UTR act: 9; ROMK mod: -0.58; FLuc inh counter: -8; STAT1 blocker: -10; STAT3 inh: 4; STAT1 act: 110; STAT3 act: 102

How did Cc1ccc(C2CC(=O)C(C=NCCN3CCN(CC(=O)Nc4cc(C)cc(C)c4)CC3)=C(O)C2)cc1 (stereo unspecified) do in these assays?
FLuc act counter: 1.1; APP transl inh: -7; NF-kB neuron act: 1.1; APP 5'UTR act: 7; ROMK mod: -0.33; FLuc inh counter: -6; STAT1 blocker: -9; STAT3 inh: 6; STAT1 act: 107; STAT3 act: 102

How did C=CCNC(=O)Nc1ccc(Br)cc1Cl do in these assays?
FLuc act counter: 1; APP transl inh: -10; NF-kB neuron act: 1.4; APP 5'UTR act: 10; FLuc inh counter: -1; STAT1 blocker: -4; STAT3 inh: 26; STAT1 act: 104; STAT3 act: 79

How did Cc1nc(NC(=O)CCC(=O)O)sc1C(=O)N(C)C do in these assays?
FLuc act counter: 1.1; APP transl inh: -6; NF-kB neuron act: 1.1; APP 5'UTR act: 6; ROMK mod: 0.96; FLuc inh counter: -9; STAT1 blocker: -1; STAT3 inh: -4; STAT1 act: 101; STAT3 act: 105

What do the screens show for `Cc1ccc(C(=O)Cn2ncsc2=N)cc1`?
FLuc act counter: 1; APP transl inh: -17; NF-kB neuron act: 2.2; APP 5'UTR act: 17; FLuc inh counter: 0; STAT1 blocker: -33; STAT3 inh: -7; STAT1 act: 130*; STAT3 act: 110

Results for Cc1cccc2c1-c1sc(C(=O)Nc3nccs3)cc1CO2 ?
FLuc act counter: 0.9; APP transl inh: -96; NF-kB neuron act: 2.2; APP 5'UTR act: 96; FLuc inh counter: 8; STAT1 blocker: -66; STAT3 inh: 23; STAT1 act: 160*; STAT3 act: 85

What do the screens show for `O=c1[nH]c(SCc2ccccc2)nc2ccsc12`?
FLuc act counter: 0.8; APP transl inh: 13; NF-kB neuron act: 1.2; APP 5'UTR act: -13; ROMK mod: -0.92; FLuc inh counter: 18; STAT1 blocker: -3; STAT3 inh: 5; STAT1 act: 103; STAT3 act: 98

What do the screens show for `CCOC(=O)N1CCN(C(=O)C(C)N(c2ccc(Oc3ccccc3)cc2)S(C)(=O)=O)CC1` (stereo unspecified)?
FLuc act counter: 1; APP transl inh: -2; NF-kB neuron act: 0.87; APP 5'UTR act: 2; ROMK mod: -1.3; FLuc inh counter: -1; STAT1 blocker: -2; STAT3 inh: 13; STAT1 act: 100; STAT3 act: 93

How did Cc1ccc(-n2c(-c3ccco3)nc3c(cnn3-c3ccccc3C)c2=O)cc1 do in these assays?
FLuc act counter: 1; APP transl inh: -2; NF-kB neuron act: 0.71; APP 5'UTR act: 1; FLuc inh counter: -4; STAT1 blocker: 1; STAT3 inh: 5; STAT1 act: 99; STAT3 act: 100

What do the screens show for `CC1S/C(=C(\C#N)C(=O)NCc2ccco2)N(Cc2ccco2)C1=O` (stereo unspecified)?
FLuc act counter: 1.1; APP transl inh: 11; NF-kB neuron act: 0.97; APP 5'UTR act: -11; ROMK mod: -0.19; FLuc inh counter: -8; STAT1 blocker: 10; STAT3 inh: -46; STAT1 act: 92; STAT3 act: 142*

How did COC(=O)C1C(c2ccc(Br)cc2)Nc2nnc(C(F)(F)F)n2C1(C)O (stereo unspecified) do in these assays?
FLuc act counter: 1; APP transl inh: -2; NF-kB neuron act: 1; APP 5'UTR act: 2; ROMK mod: 0.9; FLuc inh counter: -4; STAT1 blocker: 1; STAT3 inh: 4; STAT1 act: 98; STAT3 act: 98

Results for Cc1ccccc1N(CC(=O)Nc1ccccc1C(=O)O)S(C)(=O)=O ?
FLuc act counter: 0.9; APP transl inh: -6; NF-kB neuron act: 1.1; APP 5'UTR act: 6; FLuc inh counter: 6; STAT1 blocker: -4; STAT3 inh: -6; STAT1 act: 104; STAT3 act: 110

Results for CSc1ccccc1NC(=O)c1ccccc1 ?
FLuc act counter: 1; APP transl inh: -12; NF-kB neuron act: 1.2; APP 5'UTR act: 12; ROMK mod: -0.21; FLuc inh counter: 0; STAT1 blocker: -4; STAT3 inh: 20; STAT1 act: 104; STAT3 act: 89

How did Cc1cccc(N(CC(=O)Nc2c(C)n(C)n(-c3ccccc3)c2=O)S(C)(=O)=O)c1C do in these assays?
FLuc act counter: 1; APP transl inh: -3; NF-kB neuron act: 1.2; APP 5'UTR act: 3; ROMK mod: -0.43; FLuc inh counter: -4; STAT1 blocker: -1; STAT3 inh: 2; STAT1 act: 102; STAT3 act: 99

Results for O=c1c([N+](=O)[O-])c(N2CCCCCC2)c2ccccc2n1-c1ccccc1 ?
FLuc act counter: 1.1; APP transl inh: -8; NF-kB neuron act: 1.3; APP 5'UTR act: 8; ROMK mod: -0.09; FLuc inh counter: -6; STAT1 blocker: -3; STAT3 inh: -2; STAT1 act: 103; STAT3 act: 106

How did O=C(O)CCc1ccc(-c2ccc(Cl)cc2)o1 do in these assays?
FLuc act counter: 1; APP transl inh: 22; NF-kB neuron act: 0.99; APP 5'UTR act: -22; ROMK mod: 0.016; FLuc inh counter: 1; STAT1 blocker: 17; STAT3 inh: 6; STAT1 act: 84; STAT3 act: 100

Results for O=C(NC(=S)Nc1ccc2oc(=O)ccc2c1)c1ccc(-c2cccc(Cl)c2Cl)o1 ?
FLuc act counter: 1; APP transl inh: 2; NF-kB neuron act: 1.1; APP 5'UTR act: -2; ROMK mod: -0.26; FLuc inh counter: -1; STAT1 blocker: 1; STAT3 inh: 5; STAT1 act: 99; STAT3 act: 99

How did Nc1nnc(CC(=O)N/N=C/c2ccc(-c3ccccc3Cl)o2)s1 do in these assays?
FLuc act counter: 1; APP transl inh: 2; NF-kB neuron act: 1; APP 5'UTR act: -2; FLuc inh counter: -4; STAT1 blocker: 9; STAT3 inh: 8; STAT1 act: 92; STAT3 act: 92

How did CS(=O)(=O)N1CCN(c2ncnc3c2cnn3-c2ccccc2)CC1 do in these assays?
FLuc act counter: 1.1; APP transl inh: -13; NF-kB neuron act: 1.4; APP 5'UTR act: 13; ROMK mod: -0.31; FLuc inh counter: -9; STAT1 blocker: -11; STAT3 inh: 0; STAT1 act: 108; STAT3 act: 106

How did Cc1ccc(NC(=O)NCc2ccc3[nH]c(C)cc3c2)cc1 do in these assays?
FLuc act counter: 1; APP transl inh: -25; NF-kB neuron act: 1.2; APP 5'UTR act: 25; ROMK mod: 1; FLuc inh counter: -1; STAT1 blocker: -8; STAT3 inh: -12; STAT1 act: 108; STAT3 act: 116
